# Source: PubChem
# Kir21 block: inhibitors of mouse Kir2.1 inward-rectifier potassium channel; P35561; HEK293-Kir2.1, FluxOR thallium flux fluorescence; stronger effect = lower value; B-score at 10 µM; 0.85% of 310,000 active; AID 1672;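 active = fluorescence ratio B-score at or below minus 3 SD of library scores, with starting-brightness B-score within 2 SD, cut at about -4.2 in these data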;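 note: channel flux triggered by added potassium and thallium sulfate stimulus; B-score of peak minus minimum fluorescence over baseline after thallium stimulus; more negative B-score means stronger Kir2.1 block with less thallium influx; some compounds called inactive have numbers as strong as hits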
# Target sequence (P35561 whole entry, looked up): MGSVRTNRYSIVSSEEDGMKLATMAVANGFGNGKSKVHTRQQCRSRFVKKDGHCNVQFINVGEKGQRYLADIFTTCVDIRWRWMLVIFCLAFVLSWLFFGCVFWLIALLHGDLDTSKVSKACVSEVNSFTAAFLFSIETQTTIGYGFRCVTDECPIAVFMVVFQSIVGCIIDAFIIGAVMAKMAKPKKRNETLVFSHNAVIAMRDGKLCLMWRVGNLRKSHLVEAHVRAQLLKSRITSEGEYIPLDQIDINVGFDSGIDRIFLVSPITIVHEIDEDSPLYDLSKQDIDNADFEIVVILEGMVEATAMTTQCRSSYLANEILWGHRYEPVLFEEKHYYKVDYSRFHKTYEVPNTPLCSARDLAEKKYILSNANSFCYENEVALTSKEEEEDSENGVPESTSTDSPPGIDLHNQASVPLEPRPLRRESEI
# KCNQ2 block: KCNQ2 potassium channel inhibitors, primary screen, cell-based, CHO-K1, FluxOR thallium flux, B-score (AID 2156) | 1.1% of 310,000 active | 20 min; stronger effect = lower value | O88943 | B-score at 10 µM;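 active = fluorescence ratio B-score at most minus 3 library SDs, with starting brightness B-score within 2 library SDs, cut at about -5.5 in these data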
# Starred values were filed as active, the others as inactive; i = inactive.
Kir21 block | KCNQ2 block | compound
1.09 | i | O=C(O)COc1ccccc1/C=N/NC(=O)CSc1nc2ccccc2s1
0.65 | i | CCN(CC)S(=O)(=O)c1ccc(/C=C/C(=O)OCC(=O)Nc2ccc(S(N)(=O)=O)cc2)cc1
0.02 | i | COc1ccc2c(c1)-c1nc(/N=C/c3c(O)ccc4ccccc34)sc1CC2
0.38 | i | CN(Cc1ccc(Cl)cc1Cl)C(=O)CN1C(=O)NC2(CCCC2)C1=O
-0.11 | i | CC(C)(C)Cc1nnc(NC(=O)c2ccc([N+](=O)[O-])cc2)s1
1.18 | i | C/C(=N\NC(=O)c1cc2ccccc2cc1O)c1cccs1
-1.29 | i | COc1ccc(/C(C)=N/NC(=O)CCC(=O)Nc2ccc(Cl)cc2Cl)c(OC)c1
1.24 | i | COc1ccc(N2C(=O)[C@H]3[C@@H](C2=O)C2c4ccccc4C=NN2[C@H]3C(=O)C(C)(C)C)cc1 (stereo not given in full)
-0.02 | i | Cc1ccc(NC(=O)c2cccc(S(=O)(=O)N3CCN(C)CC3)c2)cc1F
-1.63 | i | O=C(CSc1ccccc1C(=O)NCc1ccccc1)NC1CCCCCCC1
-1.78 | i | Cc1cc(C(=O)CSc2nc3ccccc3c(=O)n2C)c(C)n1CC1CCCO1 (stereo not given)
-0.01 | i | CC(=O)CC(C)=NCCN=C(C)CC(C)=O
-1.03 | i | CC(=O)c1cccc(Nc2nc(=O)c3cccnc3s2)c1
-0.25 | i | COc1ccccc1C(=O)NCCC(=O)Nc1ccc(C)cn1
1.11 | i | CC(=O)c1ccc(N(CC(=O)NCc2ccc3c(c2)OCO3)C(=O)c2csnn2)cc1
-0.88 | i | Cc1c(Cl)cn2c(=O)cc(CN3CCN(c4ccc(F)cc4)CC3)nc2c1Cl
2 | i | Cc1cc(C)c(NC(=O)Nc2ccccc2)c(Cl)c1
0.78 | i | N#CC1=C(N)Oc2n[nH]c(-c3ccccn3)c2C1c1c(F)cccc1Cl (stereo not given)
-1.17 | i | Cc1cc(/C=C2/SC(=O)N(CC(=O)N3CCCC3)C2=O)ccc1N1CCOCC1
0.68 | i | COC(=O)NNC(=O)C(C)Oc1ccc(Cl)cc1Cl (stereo not given)
0.29 | i | Brc1ccc(CSc2ccc3nnc(-c4cccnc4)n3n2)cc1
1.26 | i | CN1CCN(c2ccc(NC(=O)c3ccc(Cl)cc3)cn2)CC1
-0.58 | i | CC(C)N1CCC(=NNC(=O)c2ccccc2[N+](=O)[O-])CC1
-4.46* | i | COc1cccc(OC)c1OCCCCCc1c(C)n[nH]c1C
0.75 | i | C/C(=N\NC(=O)c1cccc(C)c1O)c1ccc(NC(=O)Cc2ccccc2)cc1
-0.04 | i | CC(C)c1cc(C(=O)NC2CCCc3c2cnn3-c2ccccc2F)no1 (stereo not given)
0.12 | i | COc1ccc(-n2nc3c(N4CCC(C(=O)NCc5ccccc5)CC4)nnc(C)c3c2C)cc1
1.11 | i | Cc1cc(C)nc(SC(C(=O)O)c2ccccc2)n1 (stereo not given)
-1.96 | i | O=C(OCc1cccc2ccccc12)C1CC(=O)N(c2ccccc2)C1 (stereo not given)
0.5 | i | Cc1ccccc1NC(=O)c1c(C)nn(-c2ccccc2)c1Cl

# Another view of part of the listing above.
SMILES | Kir21 block | KCNQ2 block
Cc1ccc(NC(=O)c2cccc(S(=O)(=O)N3CCN(C)CC3)c2)cc1F | -0.02 | i
O=C(CSc1ccccc1C(=O)NCc1ccccc1)NC1CCCCCCC1 | -1.63 | i
Cc1cc(C(=O)CSc2nc3ccccc3c(=O)n2C)c(C)n1CC1CCCO1 (stereo not given) | -1.78 | i
CC(=O)CC(C)=NCCN=C(C)CC(C)=O | -0.01 | i

# Back to the main list, repeating the 2 entries before the break.
Kir21 block | KCNQ2 block | compound
-1.96 | i | O=C(OCc1cccc2ccccc12)C1CC(=O)N(c2ccccc2)C1 (stereo not given)
0.5 | i | Cc1ccccc1NC(=O)c1c(C)nn(-c2ccccc2)c1Cl
3.55 | i | Cc1nc(-c2ccccc2)nc(Cl)c1Cl
-1.07 | i | CC1CCc2sc3ncnc(N4CCOCC4)c3c2C1 (stereo not given)
-1.9 | i | Cc1nnc(NC(=O)CSc2nnc(Cc3cccn3C)n2-c2ccccc2)s1
-0.7 | i | CC(C)c1ccc(N2C=Nc3ccc(C(C)C)cc3C2)cc1
-1.83 | i | O=S(=O)(NCc1cn2ccsc2n1)c1ccc(Oc2ccccc2)cc1
0.04 | i | Clc1cc(Cl)c2nc(N3CCCCC3)sc2c1
-0.17 | i | COc1ccc(N2C(=O)c3ccccc3C2=O)cc1
-1.93 | i | CCCCN=C1SC(C(=O)Nc2sc3c(c2C(=O)OC)CCC3)C(N)=C1C(=O)N1CCOCC1 (stereo not given)
-2.91 | i | CC(=O)Nc1cccc(NC(=O)CCCC(=O)O)c1
0.47 | i | Cc1ccc(-c2nnc(Nc3cccc(O)c3)c3ccccc23)cc1S(=O)(=O)NCCO
1.75 | i | COc1ccc(NC(=O)CCC(=O)NCc2ccco2)c([N+](=O)[O-])c1
-2.13 | i | CN1CCN(C(=O)/C(=C/c2cn(C)c3ccccc23)NC(=O)c2ccccc2)CC1
-0.61 | i | COc1ccc(S(=O)(=O)Nc2c(C(=O)O)[nH]c3ccc(OC)cc23)c(OC)c1
-1.01 | i | CCOC(=O)c1[nH]ncc1CN1CCCC(C(=O)c2cccc(OC(C)C)c2)C1 (stereo not given)
2.06 | i | CCOC(=O)c1c(NC(=O)c2cc(C(C)C)on2)sc(C(C)=O)c1C
-0.11 | i | CCN(CC)S(=O)(=O)c1ccc(N2CCOCC2)c(NC(=O)C(=O)c2c(-c3ccccc3)cc3ccccn23)c1
-0.67 | i | O=C(COC(=O)CCCNC(=O)c1ccc(Cl)cc1)Nc1cc(Cl)c(Cl)cc1Cl
0.02 | i | Cc1ccc2c(c1)N(C(=O)CCC(=O)N1CCN(c3ccccc3)CC1)CCO2
-0.1 | i | COc1ccccc1C(=O)NCc1ccc(-c2nc3ccccc3s2)cc1
1.32 | i | Nc1nc(SCC(=O)O)[nH]c(=O)c1NC(=O)c1ccco1
-0.98 | i | CC1(C)CC(=O)c2cc(C(=O)N3CCCC(C)(C)C3)c(=O)n(-c3ccccc3)c2C1
1.3 | i | Clc1cccc(Cl)c1CSc1nnc(-c2sccc2-n2cccc2)o1
0.63 | i | CCOc1ccccc1/C=N/n1c(C2CCCCC2)n[nH]c1=S
-0.01 | i | Cc1ccc2nc(NC(=O)Cc3cccs3)sc2c1
0.52 | i | Cc1ccc2c(Cn3ccnc3)cc(=O)oc2c1C
-0.66 | i | O=C(OCc1nnc(-c2ccc(Cl)cc2)o1)c1ccc(O)cc1
-0.06 | i | O=[N+]([O-])c1ccc(N2CCN(S(=O)(=O)c3ccccc3[N+](=O)[O-])CC2)cc1NCc1cccnc1
0.82 | i | Cc1ccccc1-c1nc(CS(=O)CC(=O)NC(C)CCc2ccccc2)c(C)o1 (stereo not given)
1.45 | i | COc1ccc(N2CCN(C(=O)CNC(=O)c3ccco3)CC2)cc1
1.02 | i | O=C(NCCCSc1ccccc1)c1cnc(Cl)c(Cl)c1
-0.01 | i | N#Cc1ccc(C(=O)Nc2nnc(-c3ccccn3)o2)cc1
0.98 | i | COC(=O)Cc1c(O)ccn(Cc2cccc(C(F)(F)F)c2)c1=O
-0.03 | i | COC(=O)c1ccc(C(=O)OC)c(NS(=O)(=O)c2ccc(NC(C)=O)cc2)c1
-0.65 | i | Cc1nn2c(=O)cc(CSCC(=O)Nc3ccccc3Cl)nc2s1
0.65 | i | Cn1c(=O)c2c(nc(NC3CCCCC3)n2CC(O)COc2ccccc2)n(C)c1=O (stereo not given)
-0.04 | i | Cc1nc2ccccc2nc1OCC(=O)Nc1ccc2ccccc2c1
-0.86 | i | CCN1CCCC1CNC(=O)c1ccc(Sc2ccccc2Cl)c([N+](=O)[O-])c1 (stereo not given)
0.48 | i | CN(C)C(CNC(=O)c1ccc(C(F)(F)F)cc1)c1ccco1 (stereo not given)
1.95 | i | CN(C)c1cc(Nc2cccc(O)c2)c([N+](=O)[O-])c2nonc12
0.12 | i | O=C(NCc1ccco1)C(c1cccnc1)N(C(=O)Cn1nnc2ccccc21)c1ccccc1 (stereo not given)
1.48 | i | CC1=Nn2c(nnc2-c2cc(C)[nH]n2)SC1
0.08 | i | O=C(Cn1nnc(-c2ccccc2NC(=O)c2ccco2)n1)Nc1ccccc1
0.06 | i | OCCNc1nc(Nc2ccc(Cl)cc2)nc(N2CCCC2)n1
-2.07 | i | CCCn1c(NC(=O)c2ccc(Cl)c(S(=O)(=O)N3CCCC3)c2)nc2ccccc21
0.01 | i | COc1ccccc1CNC(=O)C1CCN(S(=O)(=O)c2cccc([N+](=O)[O-])c2)CC1
-0.68 | i | COc1ccc2c(COC(=O)c3n[nH]c4ccccc34)cc(=O)oc2c1
1.48 | i | COc1ccc(-c2[nH]n(-c3ccc([N+](=O)[O-])cc3)c(=O)c2C=NCc2ccccc2)cc1
0.04 | i | CC(Oc1ccc(/C=N/NC(=O)Cc2cccc3ccccc23)cc1)C(=O)O (stereo not given)
-3.41 | i | COc1ccc(N2C(=O)C3CCCN3C2c2cccc(Br)c2)cc1 (stereo not given)
0.05 | i | CC1CCCC(C)N1C(=O)COC(=O)CSc1ccc(C(N)=O)cc1[N+](=O)[O-] (stereo not given)
-0.82 | i | Cc1nc2ccccc2c(=O)n1NC(=O)c1ccc(Cl)cc1
0.54 | i | O=C(Nc1ccc(-c2nnc3n2CCCCC3)cc1)c1cc2ccccc2o1
0.28 | i | Cc1c(C#N)c(N)nc(Cl)c1C#N
0.47 | i | COc1cc(/C(C#N)=C/c2ccccc2)c([N+](=O)[O-])cc1OC
2.7 | i | C/C(=N\S(=O)(=O)c1ccc(C)cc1)N1CCCCC1
-0.68 | i | COc1ccc(NC(=O)COc2ccc(/C=C/c3cccc[n+]3C)cc2OC)cc1
-0.01 | i | CCOc1ccc(S(=O)(=O)N(CC(=O)N2CCc3ccccc32)Cc2ccco2)cc1
-0.08 | i | O=C1CCC(C(=O)Nc2ccccc2N2CCOCC2)=NN1
0.14 | i | Cc1cc(Cl)cc(Br)c1OCCNCC(C)O (stereo not given)
1.05 | i | COc1ccc(CC(=O)N/N=C(\C)c2cccnc2)cc1OC

# Carrying on:
Kir21 block | KCNQ2 block | compound
1.54 | i | CCCSc1nnc2nc3c(nn12)c1ccccc1n3C
0 | i | Cc1cc(C(=O)NCc2cccs2)nn1C
1.8 | i | CCCNS(=O)(=O)c1ccc(OCC(=O)N(C)Cc2ccccc2)cc1
1.3 | i | CC(C)(CNc1ccc(C(F)(F)F)cc1[N+](=O)[O-])N1CCOCC1
0.23 | i | COc1cc(OC)cc(C(=O)N2CCN(c3ccccc3F)CC2)c1
0.71 | i | Cc1cccc(-n2nc(CC#N)c(C#N)c2N)c1
-1.11 | i | O=c1c2ccccc2nnn1COc1ccc(F)cc1Cl
-2.73 | i | O=C(Nc1ncn[nH]1)c1ccccc1O
1.85 | i | Cn1c(SCc2nc3ccccc3[nH]2)nnc1-c1cccnc1
-0.46 | i | Nc1nc(-c2cccnc2)nn1C(=O)CCc1ccccc1
0.58 | i | CN(CCO)c1c2c(nc3cc(-c4cccc(F)c4)nn13)CCCC2
1.08 | i | CCc1noc(C)c1C(=O)N1CCCC(CCC(=O)NCc2cccc(OC)c2)C1 (stereo not given)
-1.07 | i | CCc1ccccc1NC(=S)N(CCN(C)C)C(C)c1ccco1 (stereo not given)
0.15 | i | CN(C)/C=C/c1onc(-c2c(Cl)cccc2Cl)c1C#N
-0.01 | i | CCc1nc2ccccc2c(C(=O)OCC(=O)N2CC(C)OC(C)C2)c1C (stereo not given)
2.24 | i | O=C(N/N=C/c1cccc2ccccc12)c1n[nH]c2c1CCCC2
-0.64 | i | COc1ccc(C(=O)Cn2c(Cl)nc3c2c(=O)n(C)c(=O)n3C)cc1
0.64 | i | FC(F)(F)c1nnc(-c2ccccc2)nc1N1CCOCC1
1.34 | i | Cc1c(C)c2ccc(OCC(=O)NC(Cc3c[nH]c4ccc(O)cc34)C(=O)O)c(C)c2oc1=O (stereo not given)
0.81 | i | Cc1ccc(-n2ncc3c2CCCC3NC(=O)c2cnccn2)cc1C (stereo not given)
0.42 | i | O=S(=O)(Nc1ccc(C(F)(F)F)cc1)c1cccs1
0.74 | i | O=C(CN1CCCC1)Nc1cccc(Cl)c1
0.04 | i | CCOC(=O)CNC(=O)COc1coc(CN2CCN(c3ccc(F)cc3)CC2)cc1=O
-1.24 | i | Cc1ccc(C)c(C(=O)COC(=O)c2cc(Cl)nc3ccccc23)c1
-0.01 | i | CCc1c(O)nc(SCC(=O)Nc2ccccc2C)n(-c2ccc(C)cc2)c1=O
-0.01 | i | O=C(c1ccc(F)cc1)N1CCCC(c2ccccc2)C1 (stereo not given)
-0.1 | i | O=C(CCC(=O)N1CCOc2ccc(Cl)cc21)NCCCN1CCOCC1
1.91 | i | O=C(CCC(=O)N1CCc2ccccc21)Nc1ccccc1
0.27 | i | COc1ccc(C2CC(=O)N(CCCN(C)CCc3ccc(OC)c(OC)c3)C2)cc1 (stereo not given)
0 | i | CCC(C)NC(=O)CSc1nnc(-c2ccoc2C)n1CC1CCCO1 (stereo not given)
-0.17 | i | COc1ccc(N2CCN(c3ncnc4c3nnn4Cc3ccccc3Cl)CC2)cc1

# Of the compounds above, 5 contain a CF3 group:
Kir21 block | KCNQ2 block | compound
0.98 | i | COC(=O)Cc1c(O)ccn(Cc2cccc(C(F)(F)F)c2)c1=O
0.48 | i | CN(C)C(CNC(=O)c1ccc(C(F)(F)F)cc1)c1ccco1 (stereo not given)
1.3 | i | CC(C)(CNc1ccc(C(F)(F)F)cc1[N+](=O)[O-])N1CCOCC1
0.64 | i | FC(F)(F)c1nnc(-c2ccccc2)nc1N1CCOCC1
0.42 | i | O=S(=O)(Nc1ccc(C(F)(F)F)cc1)c1cccs1

# Two compounds picked at random from the list so far, as already listed:
Kir21 block | KCNQ2 block | compound
1.54 | i | CCCSc1nnc2nc3c(nn12)c1ccccc1n3C
0.74 | i | O=C(CN1CCCC1)Nc1cccc(Cl)c1
